Salmonella PhoP GFP = inhibitors of PhoP regulon expression, primary screen, Salmonella Typhimurium, GFP reporter (AID 1863); S. Typhimurium PhoP-regulated promoter GFP reporter, 4 h; higher % means a stronger effect; one-dose inhibition, % at 50 µM; IC50 in µM for titrated hits; 300,000 compounds, 0.16% hits;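 active = inhibition over 29.93%, a cutoff 3 SD above the screen mean, later confirmed by dose response; inconclusive = inhibition over 29.93% but no dose response follow-up; inactive = inhibition at most 29.93% or unconfirmed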;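 note: 0% = low Mg2+ inducing control and 100% = high Mg2+ repressing control; strong numbers were not always called active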
Large T inhibition = SV40 large T antigen inhibitors, biochemical (AID 1903). one-dose inhibition, % at 20 µM; IC50 in µM for titrated hits. SV40 large T antigen ATPase/helicase inhibition assay; higher % means a stronger effect. 310,000 compounds, 0.39% hits; in the data active = a potency from the dose series; inconclusive = inhibition mostly from about 32% at the one dose, without a potency; inactive = the rest, 99 in 100 with inhibition below about 32%; note: strong numbers were not always called active
WT yeast gro inh = growth inhibition of WT yeast, mitochondrial fusion screen; 190,000 compounds, 2.1% hits; mitochondrial fusion phenotypic screen, WT strain; inhibition, % at 10 µM; in the data active = inhibition above about 58%; tested in S. cerevisiae
Myeloid diff MLP = myeloid differentiation induction. ER-HoxA9 myeloid progenitors, lysozyme-GFP differentiation, flow cytometry. calls only at 10 µM. 360,000 compounds, 1% hits. AID 624256;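 active = normalized GFP-positive differentiation at or above the plate's own cutoff, the solvent-only control mean plus 3 SD; inconclusive = no clear call, values can overlap the other calls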;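 note: cells exposed to compound for four days before flow analysis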
T cell HTS = T cell immune modulation candidate; 2C CD8+ T cell-vesicle binding, flow cytometry; stronger effect = lower value; calls only at 7 µM; 330,000 compounds, 0.068% hits; AID 2052;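 active = response, share of CD8 T cells binding vesicles, and their 90th percentile fluorescence all below set limits, cut at about 80% in these data, passing the limit was not always enough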
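Material: 2C TCR transgenic mouse naive CD8+ T cells, MACS-purified. Also added: QL9-charged Drosophila Ld/ICAM-1/B7-1 vesicles. Timing: binding 1.5 h at 37 °C. Measured by: high-throughput flow cytometry with anti-B7-1 and anti-CD8 staining. Read-out: percent CD8+ FL2 mean versus row control. Controls: Unloaded micro-vesicles (low), QL9 vesicles with 0.7% DMSO (high).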
West Nile virus CPE = West Nile virus antiviral activity, cell-based, CPE readout (AID 1621) | West Nile virus-infected cells, CPE inhibition; higher % means a stronger effect | one-dose CPE inhibition, % at 10 µM; IC50 in µM for titrated hits | 290,000 compounds, 0.02% hits; in the data active = a potency from the dose series; inconclusive = CPE inhibition mostly from about 3.7% at the one dose, without a potency; inactive = the rest, 99 in 100 with CPE inhibition below about 2.2%; note: strong numbers were not always called active
bCat nuc transl = beta-catenin nuclear translocation modulation. 190,000 compounds, 0.3% hits. nuclear translocation activity, % at 5 µM. HeLa beta-catenin nuclear translocation, immunofluorescence imaging;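 active = nuclear translocation activity above 50% at 5 µM, with a well cell count of 50 or more; inconclusive = wells under 50 cells across six images, flagged as toxic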;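 note: per-cell ratio of nuclear to cytoplasmic median beta-catenin stain intensity; plate controls were DMSO negative control for no effect and GSK-3 inhibitor IX positive control for full effect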
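Assay system: human HeLa cells, native beta-catenin; doses: 5 µM primary, 0.02–20 µM confirmation; incubation: compound treatment 24 h, 37°C, 5% CO2; technique: fluorescence imaging of beta-catenin antibody stain plus DAPI; measure: % activation, nuclear-to-cytoplasmic median beta-catenin signal ratio per cell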
RSV CPE inhibition = inhibition of RSV-induced cytopathic effect – HEp-2 cells, primary 10 µM value included (AID 2391); HEp-2 cells, RSV-induced CPE inhibition; higher % means a stronger effect; one-dose CPE inhibition, % at 10 µM; IC50 in µM for titrated hits; 310,000 compounds, 0.13% hits; in the data active = a potency from the dose series; inconclusive = CPE inhibition mostly from about 23% at the one dose, without a potency; inactive = the rest, 99 in 100 with CPE inhibition below about 21%; note: strong numbers were not always called active
Rac1 GTP hydrolysis = MgcRacGAP GTPase-activating activity inhibitors, confirmation, biochemical, ADP Hunter fluorescence | MgcRacGAP-stimulated Rac1 GTP hydrolysis, ADP Hunter fluorescence; higher % means a stronger effect; GST-tagged Rac1 F28L mutant substrate | inhibition, % at 30 µM; hits with a dose series show IC50 in µM | 340,000 compounds, 0.6% hits | AID 624330;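 active = first-screen hits whose inhibition reached a set limit at any dose in the follow-up dose series; inconclusive = inhibition above the set first-screen limit but never retested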;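 note: fluorescence reports GDP produced by GAP-driven GTP hydrolysis; strong numbers were not always called active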
WT yeast gro inh mutant strain = further read-out of WT yeast gro inh, marked with its call; inhibition, %; mitochondrial fusion phenotypic screen, mutant strain inhibition
bCat nuc transl cell count 5 µM = further read-out of bCat nuc transl, marked with its call; cell count; measured here: cell count, cytotoxicity flag
T cell HTS vesicle-bound % = also measured in T cell HTS; calls as there; double positive events, %; measured here: CD8+ vesicle-bound cell fraction;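 binding gate set so that unloaded-vesicle control wells show 10% double positive cells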
Myeloid diff MLP GFP+ MAC1+ % = recorded beside Myeloid diff MLP, whose call it bears; GFP+ MAC1+ double positive, %; measured here: differentiation confirmed by MAC1 staining
* hit, by the source's call; i = inactive; u = inconclusive; x = no result given.

Results follow in this order: Salmonella PhoP GFP	Large T inhibition	WT yeast gro inh	WT yeast gro inh mutant strain	Myeloid diff MLP	Myeloid diff MLP GFP+ MAC1+ %	T cell HTS	T cell HTS vesicle-bound %	West Nile virus CPE	bCat nuc transl	bCat nuc transl cell count 5 µM	RSV CPE inhibition	Rac1 GTP hydrolysis
- O=C(Nc1ccc2c(c1)OCCO2)N1CCN(c2ccccc2)CC1
    -4.0%	4.4%	-4.3	-4.4	i	0.4	i	16.0	-1.1%	-0.1	1362	1.4%	6.9%
- O=C(NC1CC1)C1CCCN1C(=O)NC1CCCCC1 (stereo unspecified)
    2.6%	1.8%	4.3	7.7	i	0.5	i	49.4	0.2%	-0.5	1030	1.9%	7.1%
- COc1cccc(-n2c(SCC(=O)N3CCOCC3)nnc2-c2c[nH]c3ccccc23)c1
    10.0%	10.2%	-9.4	-13.7	i	2.1	i	40.2	-0.3%	x	x	3.0%	-4.0%
- O=C(Cn1c(=O)oc2ccccc21)Nc1n[nH]c(=S)s1
    -12.1%	59.4µM*	x	x	i	0.3	i	42.1	0.5%	0.5	1284	-0.8%	19.5%
- COc1ccccc1CN1CC(C(=O)NCc2cc(F)cc(C(F)(F)F)c2)CCC1=O (stereo unspecified)
    3.6%	x	x	x	i	3.6	i	23.4	-0.1%	x	x	1.8%	5.7%
- O=C(O)c1cc(-c2ccco2)nc2ccccc12
    -18.4%	14.1%	-4.9	-5.4	i	2.7	i	27.8	-0.4%	-0.5	898	0.4%	17.3%
- CCC(=O)OCCNc1cc(SCCC(=O)OC)c2nonc2c1[N+](=O)[O-]
    2.1%	12.2%	2.2	13.8	i	0.6	i	22.9	-0.2%	-4.1	1219	2.8%	9.3%
- CC12CCC(C(=O)NCc3ccc4c(c3)OCO4)(C(=O)C1=O)C2(C)C (stereo unspecified)
    -34.0%	15.5%	2.2	15.2	i	0.2	i	41.2	-0.1%	-0.8	1184	0.0%	7.9%
- CCC/C(=N\NC(=O)c1ccco1)c1ccc(Cl)s1
    -1.2%	4.0%	x	x	i	0.7	i	2.5	-1.0%	x	x	0.2%	11.3%
- CCOc1ccc(CN(C)CC(=O)Nc2cccc3ccccc23)cc1OC
    -1.9%	5.3%	-7.5	15.9	i	1.8	i	42.3	-0.7%	1.3	1076	5.2%	29.8%
- CCOC(CNC(=O)c1cccn2c(=O)c3cc(Cl)ccc3nc12)OCC
    -3.7%	3.6%	57.6	47.6	i	4.3	i	38.0	0.1%	x	x	14.6%	9.8%
- O=[N+]([O-])c1cccc(C2Nc3cccc4cccc(c34)N2)c1
    0.4%	-8.4%	17.0	39.5	i	0.1	i	54.8	0.1%	-0.8	1238	3.7%	15.9%
- O=C(Nc1ccc(S(=O)(=O)N2CCCCC2)cc1)c1ccco1
    -5.0%	13.4%	x	x	i	6.3	i	40.2	-0.2%	x	x	3.1%	5.1%
- COc1ccc(C(=O)N/C(=C\c2ccc(Cl)cc2)C(=O)NCC2CCCO2)cc1 (stereo unspecified)
    2.2%	5.2%	x	x	i	0.9	i	59.2	-0.9%	x	x	0.7%	-5.1%
- OC1(c2ccc(Cl)cc2)CCN(Cc2cn[nH]c2-c2ccc(F)cc2)CC1
    -9.7%	7.3%	x	x	i	0.0	i	38.3	-0.1%	-2.2	1209	6.8%	7.2%
- CCOc1cc(N2CCOCC2)c(OCC)cc1NC(=O)COC(=O)COc1ccc(C#N)cc1
    -0.6%	14.2%	x	x	i	3.6	i	22.1	-0.6%	x	x	1.6%	8.9%
- CC(C)c1ccc(C(C(=O)NC2CCCCC2)N(C(=O)c2csnn2)C2CC2)cc1 (stereo unspecified)
    -2.6%	1.3%	x	x	u	x	i	56.7	-0.4%	x	x	1.6%	3.4%
- Cc1cc(C(=O)Nc2ccccc2C)on1
    7.3%	-31.9%	x	x	i	0.6	i	31.3	-0.2%	x	x	1.0%	4.9%
- O=C(Cn1ncc2c([nH]c3ccccc32)c1=O)N1CCN(c2ccccc2F)CC1
    5.7%	-2.5%	x	x	i	5.3	i	9.3	0.3%	x	x	0.4%	11.7%
- CC(NC(=O)Cc1ccccc1)C(=O)O (stereo unspecified)
    x	x	x	x	i	2.0	i	32.7	x	x	x	0.7%	1.3%
- CC(C)CN=c1cc(-c2ccccc2)oc2ccc(Cl)cc12
    -17.2%	-0.5%	12.8	10.2	i	0.5	i	43.5	-0.6%	-0.2	1302	3.2%	11.6%
- Cc1ccc(NC(=O)Nc2nnc(-c3ccncc3)s2)cc1
    -6.4%	u	-3.1	1.4	i	0.8	i	24.0	-1.8%	1.0	1636	14.8%	5.1%
- O=C(Nc1cccc2ncccc12)C(Cl)(Cl)Cl
    -7.2%	2.3%	37.7	7.0	i	3.0	i	29.3	0.5%	0.1	1376	-0.5%	-0.6%
- O=C(CCl)N(c1ccccc1)c1c[nH]c2ccccc12
    9.8%	2.9%	-3.4	6.2	i	1.3	i	35.6	-0.8%	1.0	1377	-2.0%	3.2%
- Cn1c(=O)n(C)c2cc(S(=O)(=O)Nc3ccccc3)ccc21
    2.0%	4.1%	-15.9	-0.2	i	0.2	i	66.2	-0.3%	1.7	1075	-1.6%	3.3%
- CCNc1nc(OCCNC(C)=O)nc(N(C)C)n1
    -7.5%	31.5%	14.1	-12.5	i	0.7	i	33.9	0.3%	0.4	1270	2.1%	6.8%
- CN(C)/C=N/c1c(C#N)cnn1-c1ccccc1
    14.4%	10.0%	9.1	3.9	i	5.9	i	28.8	0.0%	-0.4	1110	-0.1%	5.3%
- Cc1nc(N2CCOCC2)c2c(C)c(C(=O)Nc3ccc(C(F)(F)F)cc3)sc2n1
    0.5%	4.7%	47.4	-8.5	i	0.5	i	26.8	-0.2%	0.8	1104	16.6%	4.4%
- CC(C)NC(=O)COC(=O)c1ccc(Cl)c(S(N)(=O)=O)c1
    3.9%	2.2%	-2.0	2.0	i	0.2	i	49.1	-0.5%	-3.5	1047	-0.1%	5.0%
- COC(=O)c1ccc(NC(=O)C(C)N2C(=O)c3ccccc3C2=O)cc1 (stereo unspecified)
    0.8%	-1.2%	11.4	-1.8	i	0.2	i	20.0	-0.2%	x	x	1.2%	4.3%

Molecules listed so far that contain an NH in an aromatic ring:
Results follow in this order: Salmonella PhoP GFP	Large T inhibition	WT yeast gro inh	WT yeast gro inh mutant strain	Myeloid diff MLP	Myeloid diff MLP GFP+ MAC1+ %	T cell HTS	T cell HTS vesicle-bound %	West Nile virus CPE	bCat nuc transl	bCat nuc transl cell count 5 µM	RSV CPE inhibition	Rac1 GTP hydrolysis
- COc1cccc(-n2c(SCC(=O)N3CCOCC3)nnc2-c2c[nH]c3ccccc23)c1
    10.0%	10.2%	-9.4	-13.7	i	2.1	i	40.2	-0.3%	x	x	3.0%	-4.0%
- O=C(Cn1c(=O)oc2ccccc21)Nc1n[nH]c(=S)s1
    -12.1%	59.4µM*	x	x	i	0.3	i	42.1	0.5%	0.5	1284	-0.8%	19.5%
- OC1(c2ccc(Cl)cc2)CCN(Cc2cn[nH]c2-c2ccc(F)cc2)CC1
    -9.7%	7.3%	x	x	i	0.0	i	38.3	-0.1%	-2.2	1209	6.8%	7.2%
- O=C(Cn1ncc2c([nH]c3ccccc32)c1=O)N1CCN(c2ccccc2F)CC1
    5.7%	-2.5%	x	x	i	5.3	i	9.3	0.3%	x	x	0.4%	11.7%
- O=C(CCl)N(c1ccccc1)c1c[nH]c2ccccc12
    9.8%	2.9%	-3.4	6.2	i	1.3	i	35.6	-0.8%	1.0	1377	-2.0%	3.2%

(more compounds)
Results follow in this order: Salmonella PhoP GFP	Large T inhibition	WT yeast gro inh	WT yeast gro inh mutant strain	Myeloid diff MLP	Myeloid diff MLP GFP+ MAC1+ %	T cell HTS	T cell HTS vesicle-bound %	West Nile virus CPE	bCat nuc transl	bCat nuc transl cell count 5 µM	RSV CPE inhibition	Rac1 GTP hydrolysis
- Cn1c(SCC(=O)NCCc2ccccc2)nc2c([nH]c3ccccc32)c1=O
    6.3%	4.5%	-1.2	-1.2	i	0.7	i	47.1	-0.5%	-3.8	1056	1.3%	11.6%
- Cc1c(C(=O)N(CCO)Cc2ccccc2)oc2c(F)cccc12
    5.0%	7.6%	x	x	i	0.4	i	28.7	-0.7%	x	x	0.4%	5.4%
- Cc1cc(C)nc(N2CCCC(C(=O)NC(C)C)C2)n1 (stereo unspecified)
    1.4%	1.4%	-5.1	1.7	i	0.6	i	18.7	0.0%	0.6	1416	2.2%	6.2%
- O=C1C(=O)c2ccc(-c3ccccc3)cc2-c2ccccc21
    -10.4%	-12.2%	78.0	87.6	x	x	i	33.5	-2.5%	-1.0	1196	-3.7%	8.0%
- Cc1ccc(S(=O)(=O)NCCC(=O)Nc2cc(F)ccc2C)cc1C
    2.2%	8.8%	x	x	i	0.4	i	19.7	-1.0%	x	x	1.1%	6.5%
- COCC(C)n1c(C)cc(C(=O)COC(=O)/C=C/c2cccc(F)c2)c1C (stereo unspecified)
    -11.3%	14.3%	-5.5	-10.9	i	0.1	i	33.6	-0.2%	-0.5	1158	2.0%	1.0%
